# D3 ag – agonists of human D3 dopamine receptor; P35462; D3R DiscoveRx beta-arrestin cells, luminescence, 90 min; max activation, %; actives 0.58% (n = 410,000); in the data active = max activation above about 30%; note: 0% is about no effect; mostly tested at two doses, the higher about 12 µM
#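 Cells at 1500/well, incubated overnight, then treated with pinned compounds (dopamine as control) for 90 min at 37 degrees C. DiscoveRx reagent added for 30 - 60 minutes at room temperature; luminescence read.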
# PLK1 PBD inh – inhibitors of human PLK1 polo-box domain binding; P53350; Plk1 PBD binding of FITC phosphopeptide, fluorescence polarization; Potency, µM, inactives show max response, negative = inhibition, usual class: inhibitors; actives 2.8% (n = 360,000); note: potency is the fitted concentration of half-maximal effect; series mostly up to about 57 µM; % is set by controls: 0 for no effect and ±100 for the full control effect; nearly all actives have a fitted effect of over 65% in size
# PI5P4K alpha inh – PI5P4K alpha (human) kinase inhibition | PI5P4Kalpha enzyme, ADP-Glo luminescence, 60 min; hits give low values | max response, % | actives 1.2% (n = 330,000) | AID 652105; active = max response of -50% or lower; inconclusive = between -30% and -50%; inactive = -30% or higher; note: value at the top dose of about 77 µM; % is set by controls: 0 for no effect and ±100 for the full control effect
#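 ADP-Glo luminescence end-point read after a 60 min room-temperature kinase reaction of PI5P4Kalpha plus substrate, initiated with ATP at 5 microM final. Buffer: 0.038 M HEPES pH 7.4, EGTA, 0.1% CHAPS, 5% DMSO.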
# WRN helicase inh – WRN helicase (human) inhibition; Q14191; WRN helicase unwinding, fluorescent forked duplex, kinetic; Potency, µM (doses to about 114 µM), for inactives: at the highest dose activity change, negative = inhibition, usual class: inhibitors; actives 0.46% (n = 360,000); AID 651768; note: potency is the fitted concentration of half-maximal effect; % is set by controls: 0 for no effect and ±100 for the full control effect; nearly all actives have a fitted effect of over 55% in size
# Target sequence (Q14191 whole entry, looked up): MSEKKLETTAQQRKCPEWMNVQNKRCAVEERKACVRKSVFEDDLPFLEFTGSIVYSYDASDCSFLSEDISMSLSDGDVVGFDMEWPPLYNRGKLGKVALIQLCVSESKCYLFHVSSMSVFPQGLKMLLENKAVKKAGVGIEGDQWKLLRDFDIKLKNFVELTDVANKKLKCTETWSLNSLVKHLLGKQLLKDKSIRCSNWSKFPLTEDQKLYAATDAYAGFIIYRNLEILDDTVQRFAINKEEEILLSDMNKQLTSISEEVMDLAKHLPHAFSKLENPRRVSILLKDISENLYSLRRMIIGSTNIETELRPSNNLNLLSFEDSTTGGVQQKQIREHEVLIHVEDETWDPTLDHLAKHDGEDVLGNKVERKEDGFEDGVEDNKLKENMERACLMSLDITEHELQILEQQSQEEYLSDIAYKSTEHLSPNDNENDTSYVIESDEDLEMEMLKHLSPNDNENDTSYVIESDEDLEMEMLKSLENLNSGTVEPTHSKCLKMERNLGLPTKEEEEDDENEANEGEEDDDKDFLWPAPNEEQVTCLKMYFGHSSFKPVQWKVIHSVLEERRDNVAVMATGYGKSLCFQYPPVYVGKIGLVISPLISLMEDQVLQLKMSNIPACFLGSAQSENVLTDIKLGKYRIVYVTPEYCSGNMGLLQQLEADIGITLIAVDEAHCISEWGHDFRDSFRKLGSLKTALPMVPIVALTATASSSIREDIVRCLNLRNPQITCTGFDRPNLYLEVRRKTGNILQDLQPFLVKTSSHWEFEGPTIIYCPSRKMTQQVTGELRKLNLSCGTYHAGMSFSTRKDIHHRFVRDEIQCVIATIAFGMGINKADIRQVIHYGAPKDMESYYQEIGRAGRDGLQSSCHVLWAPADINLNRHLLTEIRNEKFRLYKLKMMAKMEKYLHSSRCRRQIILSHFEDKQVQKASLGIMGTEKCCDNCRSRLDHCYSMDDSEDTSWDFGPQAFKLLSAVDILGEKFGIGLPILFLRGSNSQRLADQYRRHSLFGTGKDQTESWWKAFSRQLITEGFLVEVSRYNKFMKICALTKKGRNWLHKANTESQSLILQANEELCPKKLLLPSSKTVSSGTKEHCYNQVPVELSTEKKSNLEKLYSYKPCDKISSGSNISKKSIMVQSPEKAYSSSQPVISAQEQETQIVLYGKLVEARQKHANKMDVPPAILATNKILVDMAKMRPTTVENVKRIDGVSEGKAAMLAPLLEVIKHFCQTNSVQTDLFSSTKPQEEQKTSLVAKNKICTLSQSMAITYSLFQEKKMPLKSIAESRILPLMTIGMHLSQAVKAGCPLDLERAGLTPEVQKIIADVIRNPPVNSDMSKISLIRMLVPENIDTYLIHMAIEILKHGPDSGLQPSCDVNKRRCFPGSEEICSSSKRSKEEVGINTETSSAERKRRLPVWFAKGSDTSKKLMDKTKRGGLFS
#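 Screening of the MLSMR collection measured strand separation of a quenched forked DNA duplex (100 nM) by 20 nM WRN with 2 mM ATP, all final. Compounds were preincubated with enzyme 15 min at room temperature.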
# IL-2 act – activates IL-2 in a cell-based reporter assay | IL-2 activation reporter assay, cell-based qHTS; stimulated with anti-CD3/CD4/CD28 beads; in transgenic mouse T cells | activation, % (series mostly up to about 46 µM) | actives 0.065% (n = 360,000) | AID 652025; in the data active = activation above about 50%; inconclusive = mostly about 30% to 49%; note: 0% is about no effect
#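 Readout is EGFP and DsRed signal by fluorescent plate cytometry after 18 h at 37 degrees C. Transgenic mouse T cells (750/well) received compound for 60 min before bead stimulation (anti-CD3, anti-CD4, anti-CD28); memory T cells served as non-tolerant control.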
# GLP1R inv ag – inverse agonists of human GLP-1 receptor. P43220. HEK293 GLP-1R CRE-luciferase, luminescence, 24 h; GLP-1R form is constitutively active. Potency, µM (series often up to 38.3 µM), for inactives: at the highest dose activity change, negative = inhibition, hits mostly inhibitors. actives 1.6% (n = 410,000). AID 624417; note: potency is the fitted concentration of half-maximal effect; % is set by controls: 0 for no effect and ±100 for the full control effect; nearly all actives have a fitted effect of over 55% in size
#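 Assay principle: reduced luminescence from a cAMP-responsive reporter in HEK293 cells co-expressing a constitutively active GLP-1R. Conditions: 24 hr compound incubation, 37 deg C, 5% CO2.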
# DRD3 antagonist – antagonists of human D3 dopamine receptor. max response, negative = inhibition, %. AID 652054. P35462. D3R cells, DiscoveRx beta-arrestin luminescence, antagonist mode; hits give low values. actives 2.5% (n = 360,000); in the data active = max response below about -50%; inconclusive = no clear call, values can overlap the other calls; note: % is set by controls: 0 for no effect and ±100 for the full control effect; mostly tested at two doses, the higher about 12 µM
#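 Cells expressing the human receptor were seeded at 1500 cells/well, incubated overnight at 37 degrees C in 5% CO2, then exposed to library compounds with dopamine controls for 90 minutes at 37 degrees C before luminescent detection.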
# GLP-1R agonist – GLP-1 receptor (human) agonism. actives 0.007% (n = 380,000). P43220. Potency, µM (doses to about 45.6 µM), for the others: at the top dose activation, most hits filed as activators. HEK293 GLP-1R CRE-luciferase, luminescence, 4-6 h; cells express a hypersensitive GLP-1R form; note: potency is the fitted concentration of half-maximal effect; % of control where 0% means no effect
# GLP1R cytotox – cytotoxicity counter-screen for GLP-1 receptor inverse agonists; HEK293 cAMP-luciferase reporter cells, luminescence, 24 h; Potency, µM (doses to about 38.3 µM), for inactives: at the top dose activity change, negative = inhibition, hits mostly inhibitors; actives 0.13% (n = 410,000);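 note: loss of luciferase light is scored as toxicity; potency is the fitted concentration of half-maximal effect; % is set by controls: 0 for no effect and ±100 for the full control effect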
#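 1536-well qHTS counterscreen of the MLSMR; 200 cells/uL, 12 h pre-incubation, 23 nL cpd, 24 h at 37 deg C 5% CO2, luciferase detection reagent, 12 min RT, luminescence. Inhibition = undesired.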
# Active calls of the source: *; ? = inconclusive; . = not tested or not shown; [ ] = dose if it differs, or a comment. Unless noted, calls come from the whole dose curve; as a rule, active = well fitted curve in the direction sought with a large enough effect; inconclusive = small, poorly fitted or top-dose-only effect, or another doubt; inactive = no such curve, though single readings can be large; an effect the other way counts as inactive or inconclusive.
mol	D3 ag	PLK1 PBD inh	PI5P4K alpha inh	WRN helicase inh	IL-2 act	GLP1R inv ag	DRD3 antagonist	GLP-1R agonist	GLP1R cytotox
COc1ccc2nc(NC(=O)CCn3cccc3)sc2c1	-4	-8%	-10	-2%	-5.2	?	9	4%	?
COc1ccc(NC(=O)CCNS(=O)(=O)c2cc(Br)cnc2N)cc1OC	-1	0%	5	-5%	-3.4	-7%	19	-3%	-2%
COC(=O)[C@H](CCSC)NC(=O)[C@@H](Cc1cnc[nH]1)NC(=O)OCc1ccccc1	10	-3%	0	3%	-0.3	7%	-3	1%	-11%
COc1ccc(NC(=S)N(CCCN2CCOCC2)Cc2cn(C)c3ccccc23)cc1OC	-6	?	2	-1%	1.0	-23%	1	9%	-7%
COC(=O)c1ccccc1NC(=O)N1CCN(c2ccccc2)CC1	-2	-18%	3	-33%[57.1 µM]	-2.4	-14%	3	9%	5%
CC(=O)N1C(C)(C)CC(=NOC(=O)c2ccc(C)cc2)CC1(C)C	3	1%	9	-1%	0.6	39%[activator]	9	3%	3%
O=C(NCCCn1ccnc1)Nc1cccc2ccccc12	-25	-1%	6	-4%	-0.6	4%	19	-4%	8%
O=C(CSc1nc2[nH]c(=O)cc(O)c2s1)Nc1ccc(Cl)c(C(F)(F)F)c1	-8	-16%	-54*	-5%	-0.5	-4%	-3	-3%	-2%
COc1ccc(C(=O)CSc2nnc(CNC(=O)c3ccc(OC)cc3)n2C)cc1	-12	-10%	.	-7%	-0.8	1%	-11	-3%	1%
CCC(CC)C(=O)Nc1nnc(S(=O)(=O)N2CCCC2)s1	-1	-8%	2	1%	0.1	-20%	-5	1%	-4%
O=C1NC(=O)C(CSc2ccccc2)(c2ccccc2)N1 (stereo not drawn)	-4	4%	3	5%	-0.6	-15%	0	10%	-14%
COc1ccc2[nH]c(=O)c(CN(CC3CCCO3)C(=O)Nc3ccccc3)cc2c1 (stereo not drawn)	4	-2%	-3	2%	-1.8	0%	-2	-2%	-6%
CC(=O)NCC1CCCN(c2nc3nonc3nc2N(C)Cc2ccccc2)C1 (stereo not drawn)	4	2%	-4	-2%	-0.3	44%[activator]	-9	-1%	4%
COc1ccccc1CN1CCSCC1	-22	-13%	.	0%	-2.1	6%	-22	1%	15%
CC(C)(C)OC(=O)N[C@@H](Cc1ccccc1)C(=O)N1CCC(C(=O)N[C@@H](CCC(N)=O)C(=O)O)CC1	-1	-17%	-1	13%	0.7	0%	-10	-5%	1%
O=C(COC(=O)c1ccc(S(=O)(=O)N2CCOCC2)cc1)NCc1ccccc1	11	3%	-4	-2%	-0.6	1%	3	-6%	1%
COc1cc(/C=C/C(=O)NC(=O)c2ccccc2O)ccc1O	-6	-3%	0	-7%	0.5	43%[activator]	-4	8%	-10%
O=C(Cc1ccc(S(=O)(=O)N2CCOCC2)s1)N1CCN(S(=O)(=O)c2ccc(Cl)cc2)CC1	10	-6%	-5	2%	-0.2	?	5	-2%	-3%
CC(C)(C)C(=O)Nc1sc2c(c1C(=O)Nc1ccccn1)CCCC2	3	27µM*	5	-3%	-2.8	-28%	10	0%	2%
COc1ccc(CC(=O)NNC(=O)CCc2ccccc2)cc1	3	2%	-3	-7%[57.1 µM]	-0.7	-12%	6	0%	3%
CC1(C)Oc2ccc(C(=O)NC3CCCCC3)cc2N(CC#N)C1=O	3	-13%	0	4%	1.4	3%	-11	7%	3%
O=C(COC(=O)CSCc1ccccc1)NCc1ccccc1	5	-8%	-1	5%	-3.1	5%	13	6%	3%
COc1ccc(CNC(=O)C[C@H]2C(=O)N(CCc3ccccc3)C[C@@H]2Cc2ccccc2)cc1	5	-12%	-1	-1%	-5.3	?	-25	4%	0%
Cc1oc(-c2ccccc2Cl)nc1CS(=O)(=O)CC(=O)NCc1ccc(F)cc1	-18	.	.	.	.	?	.	-1%	1%
Cc1ccc(-c2nc3sc(C(N)=O)c(N)c3c3c2CCCC3)cc1	26	-29%	0	-25%	-3.8	0%	65	17%	192%[activator]
O=S(=O)(CC(CN1CCCCC1)N1CCCCC1)c1ccccc1 (stereo not drawn)	-9	-16%	5	7%	-0.5	?	?	-7%	?
COc1ccccc1C(=O)Nc1ccc2nc3n(c(=O)c2c1)CCCC3	4	2%	5	6%	-1.9	-4%	5	0%	-12%
CCc1ccc(NC(=O)C2CCN(S(=O)(=O)c3ccc4c(c3)N(C(C)=O)CCO4)CC2)cc1	4	-9%	1	-4%	-0.3	?	-8	9%	-26%
Cc1ccc(C2CC2C(=O)NN)cc1 (stereo not drawn)	3	-7%	.	7%	-2.9	0%	-6	-7%	7%
Cn1c(=O)c2c(ncn2CC(=O)N2CCN(S(=O)(=O)c3ccccc3)CC2)n(C)c1=O	-27	-3%	-3	-21%	-3.6	1%	?	3%	8%
COc1ccc(/C=C/C(=O)NC(=S)NNC(=O)[C@H]2C[C@@H]2c2ccccc2)cc1OC	-14	-11%	-1	-3%	-2.5	4%	19	-5%	-18%
O=C(CCS(=O)(=O)c1ccccc1Cl)Nc1ccc(S(=O)(=O)Nc2ncccn2)cc1	-8	-11%	1	-3%	-2.0	0%	-11	-1%	1%
Clc1ccc(-c2ccc(/C=N/Nc3cc(N4CCOCC4)nc(N4CCOCC4)n3)o2)cc1	8	-6%	16	-2%	-0.3	?	34	-7%	111%[activator]
Cc1ccccc1N(CC(=O)NCc1ccc2c(c1)OCO2)C(=O)C1CSC(=O)C1 (stereo not drawn)	16	0%	-4	0%	-0.4	-13%	9	1%	-19%
COc1ccc(N/N=C(/C)c2cnnc(-c3ccccc3)n2)cc1	-4	12%	-10	-10%	1.3	-1%	-1	0%	-16%
N#Cc1cccc(Nc2c3c(nc4ccccc24)CCCC3)c1	-1	-5%	4	1%	-0.3	?	3	9%	-14%
Cc1ccccc1NC(=O)Nc1nc(C(N)Cc2ccccc2)cs1 (stereo not drawn)	-12	-10%	6	1%	-0.4	?	-1	0%	-1%
COCC(C)NC(=O)c1ccccc1[N+](=O)[O-] (stereo not drawn)	3	-6%	-2	-14%	-0.1	-2%	22	-8%	-8%
Cn1cccc1/C=N/NC(=O)Cc1cccc2ccccc12	-2	-6%	1	-15%[57.1 µM]	0.5	-28%	9	9%	-16%
CC(C)=C1C2CCC1C(C(=O)Nc1cc(C)cc(C)c1)C2C(=O)O (stereo not drawn)	0	-13%	4	6%	0.1	-8%	4	5%	-2%
Cc1ccc(C)c(NC(=S)N(Cc2cccc(Br)c2)CC2CCC(C(=O)O)CC2)c1 (stereo not drawn)	1	-23%	4	-4%	0.2	-7%	11	-4%	5%
CCN(CC(=O)Nc1c(F)cccc1F)C(=O)c1nc2nc(C)cc(C)n2n1	-18	-5%	4	-4%	-3.6	4%	-12	3%	-4%
Cc1ccc2nc(NC(=O)CNS(=O)(=O)c3ccc(Br)s3)sc2c1	-14	-8%	.	-2%	-4.1	?	24	-9%	-6%
Cc1ccc(NC(=O)c2ccco2)c(NC(=O)COc2ccccc2)c1	0	5%	1	-3%[57.1 µM]	-0.5	-1%	15	4%	-4%
Cc1ccc2nc(SCC(=O)Nc3nnc(SCC(N)=O)s3)[nH]c2c1	0	-16%	.	-12%	0.2	4%	-25	2%	5%
Cc1ccc(C)c(C2=CSC3=NCCN23)c1	0	-6%	-4	-9%	-2.0	?	-3	-33%	-1%
COc1ccc(C2=NN(CCC(=O)NCC3CCCO3)C(=O)CC2)cc1 (stereo not drawn)	-2	1%	3	6%	-0.8	1%	23	-3%	-9%
COc1ccc(C(=O)N2CCN(C(=O)COc3ccccc3)CC2)cc1OC	7	.	.	.	.	2%	.	4%	0%
COC(=O)c1ccc(Cn2c(C)c(C(=O)NCc3ccco3)sc2=O)o1	7	-5%	1	-15%	0.2	-7%	12	-2%	-4%
CCN1C(=O)c2cccc3c(S(=O)(=O)N(C(C)=O)c4ccc(OC(C)=O)cc4)ccc1c23	1	0%	5	-7%	-0.7	52%[activator]	47	29%	-3%
Cn1nc(C(C)(C)C)cc1C(=O)NNC(=O)c1ccccc1Cl	23	-9%	0	-19%	-1.0	1%	10	-10%	13%
CC(=O)c1ccccc1OC(=O)c1ccc([N+](=O)[O-])o1	17	?	3	-16%	2.2	11%	-1	13%	0%
Cc1nc(SCC(O)CO)c([N+](=O)[O-])[nH]1 (stereo not drawn)	0	-14%	-1	4%	0.6	1%	-29	-11%	-12%
CCCCn1c(=O)[nH]c(=O)c2c1nc(-c1ccccn1)n2CC	4	0%	0	7%	-0.5	33%[activator]	13	9%	-10%
COc1ccc(-c2cc3c(=O)n(CC(=O)NCc4ccccc4OC)ncn3n2)cc1	-2	0%	4	0%	-1.5	0%	-13	0%	-13%
Cc1ccc(NC(=O)Cn2nnc(C(=O)NCc3cccs3)c2N)cc1F	4	0%	-1	-1%	-2.6	0%	8	-3%	-1%

# Other entries follow.
mol	D3 ag	PLK1 PBD inh	PI5P4K alpha inh	WRN helicase inh	IL-2 act	GLP1R inv ag	DRD3 antagonist	GLP-1R agonist	GLP1R cytotox
COCCCN(CC(=O)Nc1ccc(N2CCOCC2)cc1)S(=O)(=O)c1ccccc1	4	7%	-10	-5%	0.1	12%[7.66 µM]	8	0%	4%[7.66 µM]
CC(=O)c1ccc(NC(=O)C2C3CCC(C3)C2C(=O)O)cc1 (stereo not drawn)	0	-7%	-1	3%	-4.1	8%	14	1%	-4%
CN(C(=O)COC(=O)CCCc1c[nH]c2ccccc12)c1c(N)n(Cc2ccccc2)c(=O)[nH]c1=O	1	-7%	0	-2%	-0.3	3%	8	0%	-20%
O=C(O)CNC(=O)CC1S/C(=N/N=C2/NC(=O)CS2)NC1=O (stereo not drawn)	4	-35%	?	-11%[57.1 µM]	-1.7	8%	3	-2%	2%
